Bcl-xL primary – inhibitors of human Bcl-xL, primary screen, biochemical, fluorescence polarization, HTS; Bcl-2-like protein 1 (Homo sapiens), Q07817; GST-Bcl-xL / FITC-Bim BH3 peptide fluorescence polarization; inhibition, % at 10.9 µM; actives 0.7% (n = 320,000); AID 2129, 2009;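 active = inhibition above the mean of all tested compounds plus 3 SD, cutoff set per campaign, cut at about 30% in these data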;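 note: 0% = DMSO wells and 100% = unlabeled Bim-BH3 peptide competitor; inhibitors lower millipolarization by displacing the labeled peptide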
Target sequence (Q07817 whole entry, looked up): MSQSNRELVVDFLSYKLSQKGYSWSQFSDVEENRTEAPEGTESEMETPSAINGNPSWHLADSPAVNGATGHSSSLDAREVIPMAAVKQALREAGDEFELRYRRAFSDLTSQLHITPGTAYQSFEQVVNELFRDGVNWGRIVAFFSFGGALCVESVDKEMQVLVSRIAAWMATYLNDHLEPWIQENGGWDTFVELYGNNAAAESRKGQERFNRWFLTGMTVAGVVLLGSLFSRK
GLD-1 TGE inh – GLD-1/TGE RNA complex disruptors, primary screen, biochemical, fluorescence polarization. Female germline-specific tumor suppressor gld-1 (Caenorhabditis elegans), Q17339. purified GLD-1 + fluorescein TGE RNA. inhibition, % at 5.96 µM. actives 0.44% (n = 320,000). AID 2280, 2010;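 active = percent inhibition above a per-plate cutoff, the plate mean of test compounds plus 3 SD, cut at about 30% in these data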;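 note: 0% = DMSO wells with GLD-1 and probe and 100% = wells lacking GLD-1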
MCL1 BIM primary – inhibitors of MCL1 binding to BIM-BH3, primary screen, biochemical, fluorescence polarization | actives 0.68% (n = 320,000) | inhibition, % at 10.9 µM | GST-MCL1 / FITC-Bim-BH3 fluorescence polarization | AID 2057, 2009 | Induced myeloid leukemia cell differentiation protein Mcl-1 (Homo sapiens), Q07820;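 active = inhibition above the mean inhibition of all tested compounds plus 3 SD, set per campaign, cut at about 40% in these data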;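 note: 0% = DMSO wells and 100% = unlabeled Bim-BH3 peptide control; higher means more loss of mP so more displacement of Bim peptide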
CIT2-GFP yeast – modulators of CIT2-GFP expression in yeast, primary screen, S. cerevisiae, GFP fusion, multiplex flow cytometry, MLPCN library. S. cerevisiae CIT2-GFP strain, 3 h; 100 means same as DMSO wells. GFP response vs DMSO, % at 10 µM. actives 0.065% (n = 320,000);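 active = GFP response relative to DMSO above a set limit, near the screen mean plus 3 SD, cut at about 150% in these data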;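 note: ratio of well median GFP fluorescence to mean of DMSO wells on the plate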
VLA-4 inh – inhibition in human VLA-4 binding assay, primary screen, VLA-4 allosteric modulator project, MLPCN library, flow cytometry, VLA-4 expressing cells. ligand binding flow cytometry. inhibition, % (about 7 µM as worked out from the volumes in the protocol). actives 0.2% (n = 330,000). Integrin alpha-4 (Homo sapiens), P13612; in the data active = inhibition above about 50%
MEX-5 binding – MEX-5 zinc finger RNA-binding disruptors – biochemical, C. elegans, fluorescence polarization, MLPCN library, primary screen | activity score (negative = inhibition of binding), % at 10 µM | actives 0.38% (n = 300,000) | MEX-5/FITC-TCR2 RNA binding; hits give low values;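 active = inhibition past about -25% in most replicates, and total fluorescence under double the plate's negative control median, limit read from the data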;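 note: 0% = DMSO and -100% = 5 µM competing unlabeled TCR2 RNA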
Fam108B inh – mouse Fam108B serine hydrolase inhibitors, primary screen, counter-screen for RBBP9 inhibitor project, biochemical, fluorescence polarization; recombinant Fam108B, FP-Rh probe fluorescence polarization; inhibition, % at 9.51 µM; actives 0.33% (n = 300,000); AID 1947, 2009;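 active = inhibition above the screen mean inhibition plus 3 SD, computed separately per campaign, cut at about 18% in these data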;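 note: inhibitors lower polarization as less probe binds the enzyme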
AGP1 TOR yeast – modulators of AGP1-GFP expression in yeast TOR pathway, primary screen, cell-based, multiplex flow cytometry, S. cerevisiae, MLPCN library; 3 h; GFP as percent of DMSO wells; GFP response vs DMSO, % at 10 µM; actives 0.02% (n = 320,000); AID 2066, 2009;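 active = GFP response relative to DMSO above a set limit, near screen average plus 3 SD, cut at about 150% in these data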;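 note: median GFP channel fluorescence of the gated AGP1 strain per well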
GRK2 inh – compounds blocking aptamer binding on GRK2 – biochemical, human GRK2, bead flow cytometry, HTS, primary screen; Beta-adrenergic receptor kinase 1 (Homo sapiens), P25098; FAM-aptamer displacement from GRK2; inhibition of aptamer binding, % at 10 µM; actives 0.59% (n = 330,000);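 active = inhibition of aptamer binding above 40%, roughly 3 SD of noise, on plates passing a quality check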;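 note: median bead fluorescence of bound FAM aptamer so fluorescent compounds give negative values; no value below 0 was filed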
Target sequence (P25098 whole entry, looked up): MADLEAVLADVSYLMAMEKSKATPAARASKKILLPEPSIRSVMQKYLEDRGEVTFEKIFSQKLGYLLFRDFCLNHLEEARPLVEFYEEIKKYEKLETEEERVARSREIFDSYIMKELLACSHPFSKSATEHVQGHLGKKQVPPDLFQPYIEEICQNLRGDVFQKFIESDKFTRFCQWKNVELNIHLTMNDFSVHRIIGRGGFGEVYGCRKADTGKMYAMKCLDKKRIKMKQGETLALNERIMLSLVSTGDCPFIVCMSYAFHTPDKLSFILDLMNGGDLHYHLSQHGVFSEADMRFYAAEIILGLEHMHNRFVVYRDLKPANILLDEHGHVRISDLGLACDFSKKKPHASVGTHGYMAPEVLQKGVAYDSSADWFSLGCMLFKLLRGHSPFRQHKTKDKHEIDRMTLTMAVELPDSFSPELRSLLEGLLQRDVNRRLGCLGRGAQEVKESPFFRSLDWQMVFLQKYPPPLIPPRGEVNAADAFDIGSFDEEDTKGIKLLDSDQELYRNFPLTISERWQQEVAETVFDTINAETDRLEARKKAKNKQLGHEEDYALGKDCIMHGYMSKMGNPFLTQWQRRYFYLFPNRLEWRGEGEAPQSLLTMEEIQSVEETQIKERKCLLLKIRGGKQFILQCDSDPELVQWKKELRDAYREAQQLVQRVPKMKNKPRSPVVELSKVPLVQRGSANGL
Numbers without * were called inactive; · = no result given.

The opening 8 entries (preview)
| No. | SMILES | MEX-5 binding | MCL1 BIM primary | Bcl-xL primary | VLA-4 inh | CIT2-GFP yeast | GLD-1 TGE inh | AGP1 TOR yeast | Fam108B inh | GRK2 inh |
| --- | --- | --- | --- | --- | --- | --- | --- | --- | --- | --- |
| 1 | COc1ccc(NS(=O)(=O)c2ccc(C(=O)N3CCC(C)CC3)cc2)cc1 | · | · | · | -4.4 | 98.7 | 1.7 | 101.2 | · | 0.0 |
| 2 | CCc1ccc(S(=O)(=O)Nc2ccc(N3CCN(C)CC3)cc2)cc1 | -1.3 | 11.1 | 9.2 | 4.7 | · | -2.6 | · | -1.7 | 0.0 |
| 3 | O=C(OC(C(=O)NC1CCCCC1)c1ccccc1F)c1ccco1 (centres undefined) | 0.0 | 2.8 | 2.0 | 7.0 | 101.6 | -4.8 | 102.9 | -0.4 | 11.0 |
| 4 | O=C(/C=C/c1cccs1)NC1CCCC1 | -0.7 | 0.0 | 0.1 | 5.4 | 100.2 | 7.7 | 102.4 | 0.2 | 1.0 |
| 5 | COc1ccc(/C=N/NC(=O)CNC(=O)c2ccc(S(=O)(=O)N3CCOCC3)cc2)cc1OC | 2.2 | 6.2 | 3.7 | -2.3 | 113.3 | -0.2 | 114.1 | 2.5 | 0.0 |
| 6 | O=C(COc1ccccc1Cl)Nc1ccc(C(=O)N2CCCCC2)cc1 | 2.1 | -7.1 | -2.8 | 11.2 | 97.2 | 3.4 | 101.2 | -2.6 | 2.0 |
| 7 | O=C(NCc1cc(C(F)(F)F)cc(C(F)(F)F)c1)C1CC(c2ccccc2[N+](=O)[O-])=NO1 (centres undefined) | -2.6 | 9.2 | 4.8 | -0.6 | 95.7 | 0.9 | 87.6 | -1.7 | 0.0 |
| 8 | O=C(COC(=O)CNC(=O)c1ccccc1)Nc1ccc(S(=O)(=O)N2CCCC2)cc1 | 0.6 | -12.1 | -4.1 | 8.1 | · | -2.9 | 101.2 | -0.9 | 6.0 |

The list itself, from the start:
| No. | SMILES | MEX-5 binding | MCL1 BIM primary | Bcl-xL primary | VLA-4 inh | CIT2-GFP yeast | GLD-1 TGE inh | AGP1 TOR yeast | Fam108B inh | GRK2 inh |
| --- | --- | --- | --- | --- | --- | --- | --- | --- | --- | --- |
| 1 | COc1ccc(NS(=O)(=O)c2ccc(C(=O)N3CCC(C)CC3)cc2)cc1 | · | · | · | -4.4 | 98.7 | 1.7 | 101.2 | · | 0.0 |
| 2 | CCc1ccc(S(=O)(=O)Nc2ccc(N3CCN(C)CC3)cc2)cc1 | -1.3 | 11.1 | 9.2 | 4.7 | · | -2.6 | · | -1.7 | 0.0 |
| 3 | O=C(OC(C(=O)NC1CCCCC1)c1ccccc1F)c1ccco1 (centres undefined) | 0.0 | 2.8 | 2.0 | 7.0 | 101.6 | -4.8 | 102.9 | -0.4 | 11.0 |
| 4 | O=C(/C=C/c1cccs1)NC1CCCC1 | -0.7 | 0.0 | 0.1 | 5.4 | 100.2 | 7.7 | 102.4 | 0.2 | 1.0 |
| 5 | COc1ccc(/C=N/NC(=O)CNC(=O)c2ccc(S(=O)(=O)N3CCOCC3)cc2)cc1OC | 2.2 | 6.2 | 3.7 | -2.3 | 113.3 | -0.2 | 114.1 | 2.5 | 0.0 |
| 6 | O=C(COc1ccccc1Cl)Nc1ccc(C(=O)N2CCCCC2)cc1 | 2.1 | -7.1 | -2.8 | 11.2 | 97.2 | 3.4 | 101.2 | -2.6 | 2.0 |
| 7 | O=C(NCc1cc(C(F)(F)F)cc(C(F)(F)F)c1)C1CC(c2ccccc2[N+](=O)[O-])=NO1 (centres undefined) | -2.6 | 9.2 | 4.8 | -0.6 | 95.7 | 0.9 | 87.6 | -1.7 | 0.0 |
| 8 | O=C(COC(=O)CNC(=O)c1ccccc1)Nc1ccc(S(=O)(=O)N2CCCC2)cc1 | 0.6 | -12.1 | -4.1 | 8.1 | · | -2.9 | 101.2 | -0.9 | 6.0 |
| 9 | NC1=NC(=Nc2ccc(S(N)(=O)=O)cc2)c2ccccc21 | -2.3 | 0.8 | 6.4 | -4.2 | 107.2 | -1.8 | 105.2 | 0.3 | 0.0 |
| 10 | CC1(C)O[C@@H]2C[C@H]3[C@@H]4CCC5=CC(=O)CC[C@]5(C)[C@@]4(F)[C@@H](O)C[C@]3(C)[C@]2(C(=O)CCl)O1 | · | -1.0 | 0.3 | 5.1 | 94.6 | 1.6 | 99.3 | -3.9 | 1.0 |
| 11 | COc1ccccc1CNc1ccccc1F | 1.7 | -1.6 | -0.8 | -1.2 | 94.8 | 1.5 | 98.3 | -1.9 | 0.0 |
| 12 | COCC(=O)NCCc1nc2ccccc2[nH]1 | -0.6 | 2.3 | 1.4 | 4.7 | 88.6 | 2.8 | 94.5 | 1.3 | 0.0 |
| 13 | Cc1c(OC(C)C(=O)NCC(O)c2ccccc2)ccc2c3c(c(=O)oc12)CCC3 (centres undefined) | 1.7 | -8.2 | 0.1 | 8.1 | 97.0 | 0.9 | 99.4 | -5.3 | 5.0 |
| 14 | CCOC(=O)C1=C(CN2CCN(C(=O)c3ccco3)CC2)NC(=O)NC1c1ccc(F)cc1 (centres undefined) | -4.5 | -0.4 | 4.6 | 24.2 | 108.1 | 1.9 | 107.7 | -2.4 | 3.0 |
| 15 | Cn1nc(C(=O)NNC(=O)c2cccc(Cl)c2)c2ccccc2c1=O | · | · | · | 12.4 | 87.2 | -2.4 | 98.9 | · | 3.0 |
| 16 | Cc1noc(C)c1C(=O)Nc1ccc2c(c1)CCC2 | 2.8 | 2.1 | 4.5 | 9.1 | 101.7 | 5.0 | 99.5 | -4.5 | 0.0 |
| 17 | CCOc1ccc(NC(=O)C2CCN(S(=O)(=O)c3ccc4c(c3)C(C)(C)C(=O)N4C)CC2)cc1 | -0.2 | -14.3 | -4.6 | -2.4 | 103.2 | -14.3 | 108.8 | -3.6 | 21.0 |
| 18 | COc1ccc(/C=C(\NC(=O)c2ccccc2)C(=O)N2CCN(C)CC2)cc1OC | 0.3 | 1.5 | 1.1 | 13.1 | 96.7 | -6.3 | 101.3 | 1.4 | 0.0 |
| 19 | CCn1nc(C(=O)NNC(=O)C2CSC3(C)CCC(=O)N23)c2ccccc2c1=O (centres undefined) | · | -4.8 | -5.5 | -24.7 | 89.9 | -5.3 | 88.6 | · | 0.0 |
| 20 | NS(=O)(=O)c1ccc(CCNC(=O)CCCCCNc2nc(=S)[nH]c3ccccc23)cc1 | 5.6 | 3.6 | 3.6 | -8.0 | 98.2 | -1.3 | 100.5 | -5.8 | 0.0 |
| 21 | CCOC(=O)C1=C(C)NC(=S)N(C(C)=O)C1c1ccc(OC)c(OC)c1 (centres undefined) | 3.2 | 6.9 | 2.9 | 2.3 | 105.8 | 8.2 | 106.9 | 0.9 | 0.0 |
| 22 | CC1(C)Cc2nc(NC3CCCCC3)c(C#N)cc2CO1 | -0.4 | -5.1 | 2.9 | -12.5 | 101.5 | -2.3 | 96.0 | -3.7 | 1.0 |
| 23 | CCCCn1c(N)c(N(CC(C)C)C(=O)c2ccc(-c3ccc(Cl)cc3)o2)c(=O)[nH]c1=O | · | -13.4 | -2.3 | 0.8 | 101.3 | -2.6 | 97.8 | · | 0.0 |
| 24 | Cc1scc(-c2n[nH]c(=S)n2Cc2ccccc2)c1C | 2.6 | -13.2 | -15.4 | -10.9 | 96.3 | 3.6 | 97.5 | 2.9 | 2.0 |
| 25 | CN1CCN(S(=O)(=O)c2ccc3c(c2)oc(=O)n3C)CC1 | 0.8 | -43.4 | -21.8 | -32.5 | 107.9 | -11.0 | 106.1 | 1.3 | 0.0 |
| 26 | O=C(Nc1cccc(C(=O)Nc2ccccc2F)c1)c1ccccc1 | -0.2 | 6.2 | 1.5 | -4.6 | 105.8 | -3.8 | 96.5 | -7.4 | 0.0 |
| 27 | Cc1nc2scc(-c3ccccc3)c2c(=O)o1 | -1.3 | 0.7 | 3.6 | 12.7 | 91.2 | -11.0 | 100.8 | 33.8* | 0.0 |
| 28 | CCOC(=O)C1C(=O)OC(C)(C)C1C(CC)C(=O)c1ccccc1 (centres undefined) | 2.4 | 4.1 | 3.4 | -12.1 | 99.0 | -1.4 | 99.5 | 1.5 | 7.0 |
| 29 | COc1ccc(C(=O)N/C(=C/c2cccnc2)C(=O)N2CCCCCC2)cc1OC | 1.4 | 9.7 | 9.4 | 12.0 | 95.8 | 3.6 | 99.2 | 0.3 | 1.0 |

Assay outcomes as filed in PubChem.
